Compound activity: PubChem, Broad Institute
ARNT-TACC3 inh: disruptors of ARNT/TACC3 protein interaction, primary screen, biochemical, AlphaScreen, single concentration. AlphaScreen His-ARNT PAS-B/GST-TACC3 binding, luminescence; TACC3 fragment carries E629A point mutation. inhibition, % at 9.99 µM. 390,000 tested, 0.66% active;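 active = mean inhibition of replicates at least 50% and at least half of replicates each reaching 50%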;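 also: 0% = complete ARNT plus TACC3 wells and 100% = ARNT alone without TACC3; many hits fall short of the cut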
esBAF inh: Bmi1 luciferase reporter increase in mESCs, primary screen, esBAF inhibitor project, mouse ES cells, Bmi1 luciferase knock-in, single point; 24 h; 100% = twice the neutral-well signal; reporter increase, % at 12.5 µM; 350,000 tested, 2% active; in the data active = activation above about 40%;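 also: 0% = median of the plate's neutral control wells and 100% = double that signal; a rise in the Bmi1 reporter signal indicates esBAF inhibition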
Casp6 inh: human caspase-6 inhibitors, primary screen, biochemical, VEID-R110 fluorescence, single point, set 2; P55212; purified caspase-6, Z-VEID-R110 cleavage fluorescence; inhibition, % at 12.5 µM; 350,000 tested, 0.53% active;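 active = mean inhibition across replicates at least about 35%, with every replicate also reaching that limit, limit read from the data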;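 also: 0% = median of neutral control wells and 100% = no fluorescence left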
Target sequence (P55212 24-179 limits assumed): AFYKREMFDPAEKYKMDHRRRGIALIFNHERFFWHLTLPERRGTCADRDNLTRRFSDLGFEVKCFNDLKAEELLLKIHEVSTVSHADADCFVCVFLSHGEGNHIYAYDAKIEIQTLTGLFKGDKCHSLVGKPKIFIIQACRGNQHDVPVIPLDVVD
Target sequence (P55212 194-293 limits assumed): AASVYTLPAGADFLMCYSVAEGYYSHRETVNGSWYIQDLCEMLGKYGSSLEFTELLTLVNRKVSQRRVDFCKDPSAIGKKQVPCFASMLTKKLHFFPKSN
PglD inh: C. jejuni PglD acetyltransferase inhibitors, primary screen, biochemical, DTNB colorimetric, single point; UDP-N-acetylbacillosamine N-acetyltransferase PglD (Campylobacter jejuni); purified PglD enzyme, DTNB colorimetric CoA detection; inhibition, % at 12.5 µM; 360,000 tested, 0.098% active; in the data active = inhibition above about 16%, passing the limit was not always enough; also: strong numbers were not always called active
E-sel inducer: E-selectin induction in HUVECs, primary screen, imaging, HUVEC, immunofluorescence imaging, single point; normalized: neutral wells 0, TNF-alpha wells 100; 260,000 tested, 0.37% active; activation, % at 7.58 µM; P16581; AID 686992, 2013;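 active = mean E-selectin-positive cell signal at least 10% of the positive control, reached in at least 60% of replicates, without over 20% cell loss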;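 also: in these data hits start at about 27%; measured in HUVEC primary endothelial cells; signal is the percent of cells scored E-selectin positive by PE staining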
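assay system = HUVEC, human umbilical vein endothelial cells | input = 3,000 HUVEC seeded per well | medium = EGM-2 growth medium on 0.1% gelatin-coated wells | dosing = one compound dose added by pin transfer | signal = immunofluorescence imaging | read-out basis = % PE-positive cells | control set = TNF-alpha, DMSO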
ERp5 inh: inhibitors of ERp5-driven insulin aggregation, primary screen, biochemical, turbidity, absorbance 650 nm, single point; Protein disulfide-isomerase A6 (Homo sapiens), Q15084; 90 min; inhibition, % at 9.99 µM; 350,000 tested, 0.05% active; AID 651711, 2012;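 active = mean replicate inhibition above about 25%, with every replicate also reaching it, limit read from the data, passing the limit was not always enough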
RAD52 inh: RAD52 DNA annealing inhibitors, primary screen, biochemical, FRET, single point, set 2; DNA repair protein RAD52 homolog (Homo sapiens), P43351; recombinant RAD52 DNA annealing, FRET fluorescence; AID 651710, 2012; 360,000 tested, 0.46% active; inhibition, % at 18.7 µM;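 active = every replicate showing at least 50% inhibition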
RAD54 inh: inhibitors of human RAD54 branch migration, primary screen, biochemical, fluorescence, single point; DNA repair and recombination protein RAD54-like (Homo sapiens), Q92698; 360,000 tested, 0.14% active; AID 602329, 2012; inhibition, % at 10.4 µM; RAD54 Holliday junction branch migration, FAM/BHQ fluorescence;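 active = mean normalized replicate activity at least 40 and at least half of replicates scoring 40 or more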;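 also: 0% = median of neutral control wells and 100% = median of positive control wells; inhibitors cause a drop in the FAM fluorescence signal; in these data hits start at about 50%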
Target sequence (Q92698 whole entry, looked up): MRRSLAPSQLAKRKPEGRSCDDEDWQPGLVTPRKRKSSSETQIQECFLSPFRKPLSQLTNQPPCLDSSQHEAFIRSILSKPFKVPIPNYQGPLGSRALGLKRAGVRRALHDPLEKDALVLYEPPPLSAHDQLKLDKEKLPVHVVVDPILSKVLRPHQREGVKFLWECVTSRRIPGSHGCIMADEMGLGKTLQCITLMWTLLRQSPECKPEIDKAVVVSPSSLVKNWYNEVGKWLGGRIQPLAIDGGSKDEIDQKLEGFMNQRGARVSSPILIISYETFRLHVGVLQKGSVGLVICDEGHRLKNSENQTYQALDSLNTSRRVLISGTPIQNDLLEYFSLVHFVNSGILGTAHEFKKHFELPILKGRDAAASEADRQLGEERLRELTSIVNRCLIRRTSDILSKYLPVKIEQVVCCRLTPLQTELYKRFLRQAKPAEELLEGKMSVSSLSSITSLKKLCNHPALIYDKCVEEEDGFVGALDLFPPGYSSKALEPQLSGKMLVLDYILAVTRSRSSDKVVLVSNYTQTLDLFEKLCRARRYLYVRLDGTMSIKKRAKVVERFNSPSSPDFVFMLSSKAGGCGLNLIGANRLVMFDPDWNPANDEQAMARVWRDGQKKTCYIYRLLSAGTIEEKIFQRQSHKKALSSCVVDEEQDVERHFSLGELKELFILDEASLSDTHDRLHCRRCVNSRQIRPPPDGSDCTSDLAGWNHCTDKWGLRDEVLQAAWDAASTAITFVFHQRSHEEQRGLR
* hit, by the source's call; . = no result given.

mol	ARNT-TACC3 inh	esBAF inh	Casp6 inh	PglD inh	E-sel inducer	ERp5 inh	RAD52 inh	RAD54 inh
O=S(=O)(NCCc1cn2ccccc2n1)c1ccc(-c2ccccc2)cc1	3	.	1	6	.	-4	-11	7
CSc1ccc(CN2CCC2(C)C(=O)Nc2ccc(C)c(O)c2)cc1 (centres undefined)	.	-12	-2	1	-0.1	1	-14	-1
COc1ccccc1N(C(=O)CN1C(=O)c2ccccc2S1(=O)=O)C(C(=O)NCC1CCCO1)c1ccc(F)cc1 (centres undefined)	-1	6	1	5	-1.7	5	-4	9
O=C(CNC(=O)c1ccc(Br)cc1)NCCc1nc2ccccc2[nH]1	-3	3	.	2	.	.	.	-3
Cc1ccc2nsnc2c1N	2	.	1	.	1.2	4	-8	.
O=C1CC(c2cccs2)Cc2nc(NC(=O)C3CC3)ncc21 (centres undefined)	-5	.	1	0	17	2	-12	6
COc1ccc(OC)c(Nc2cc(C)nc3ccccc23)c1	-6	-1	.	4	.	.	.	9
COc1ccccc1NC(=O)c1ccc(NC(=O)CSc2nc(N)cc(=O)[nH]2)cc1	-4	-3	-1	5	5.5	3	-12	-1
CN(C)CCNC(=S)Nc1ccc(Cl)cc1	-1	0	.	-2	.	.	.	-2
O/N=C(\c1ccccn1)C1CC1c1ccccc1 (centres undefined)	16	.	-1	.	.	-1	3	.
COCC(=O)N(Cc1cc2cc(C)ccc2[nH]c1=O)c1cccc(C)c1C	1	-1	4	-3	.	-4	5	-5
CCCCC(=O)NNC(=S)NC(=O)c1cccc([N+](=O)[O-])c1	16	-1	.	1	.	.	.	-5
Cn1[nH]c(C(F)(F)F)c(C=Nc2ccc(Cl)cc2)c1=O	0	5	-2	0	.	0	-18	-10
CCSC1=NCCN1S(=O)(=O)c1ccc(Cl)cc1	-8	.	-4	.	.	0	-16	.
O=C(NC(c1cccnc1)C(F)(F)F)c1cc(COc2ccc3c(c2)CCCC3)on1 (centres undefined)	.	20	-4	-2	.	3	-21	9
Cc1ccc(C(CNC(=O)c2ccco2)N2CCN(C)CC2)cc1 (centres undefined)	-4	4	4	2	0.2	5	2	5
C[C@H](CO)N1C[C@H](C)[C@@H](CN(C)CC2CCCCC2)Oc2ccc(NS(=O)(=O)c3ccccc3)cc2CC1=O	27	6	0	4	-0.5	1	14	4
CC(C)N1C(=O)NC2(c3ccccc3)N(C)C(=O)N(C)C12c1ccccc1 (centres undefined)	-12	-9	.	-5	-0.1	.	.	-3
C[C@H](CO)N1C[C@H](C)[C@@H](CN(C)Cc2ccncc2)OCc2ccccc2-c2ccccc2C1=O	-8	-1	-2	0	-0.2	-3	16	9
COC(=O)[C@H]1[C@H](CO)[C@H]2Cn3c(ccc(C4=CCCC4)c3=O)[C@H]2N1C(=O)C1CCC1	-7	1	0	-1	-0.4	-3	-1	1
C/C=C/c1ccccc1[C@H]1[C@@H](CO)N(C(=O)Nc2cccc(F)c2)[C@H]1C#N	.	.	-1	.	0.0	3	14	.
CN(C)c1ccc(C2CC(c3cccc(NS(C)(=O)=O)c3)=NN2C(=O)c2ccccc2)cc1 (centres undefined)	1	-4	2	4	.	4	-25	-13
CCN1CCN(C(=O)c2ccc(CNS(=O)(=O)c3cccc(OC)c3)cc2)CC1	.	-2	-5	0	0.1	-6	-14	-17
COc1cc(OC)nc(Oc2ccc(NC(C)=O)cc2)n1	3	.	3	.	.	0	-4	.
Cc1cccc2cc(C#N)c(NCCNC(=S)NCCCN3CCOCC3)nc12	2	-2	.	-2	.	.	.	28
Cc1nn(C)cc1NC(=O)C[C@H]1CC[C@H]2[C@H](COc3ccc(NC(=O)C(C)C)cc3C(=O)N2C)O1	-23	3	.	0	0.0	.	.	4
Cc1nnc(SCC(=O)NC2CCCCCC2)n1C(C)C	.	-1	44*	3	0.1	-5	-6	0
COc1ccc(NC(=O)CCCn2c(=O)c3sccc3n(Cc3ccccc3)c2=O)cc1	-1	.	0	.	-1.7	-3	-1	.
COCCCNC(=O)c1c(N)n(-c2ccccc2)c2nc3ccccc3nc12	.	.	6	-6	2.0	4	-20	7
CCCc1nc2ccccc2c(=O)n1N	-8	-13	.	2	.	.	.	-1
Cc1cc(NC(=O)C2C3C(=O)N(Cc4ccc(Cl)cc4)C(C(=O)NC4CCCCC4)C34C=CC2(C)O4)no1 (centres undefined)	2	-7	.	-1	.	.	.	-2
O=C(/C=C/c1ccccc1Cl)Nc1ccccc1	-1	.	-2	5	0.8	4	-9	15
Cc1ccc(C(=O)Nc2ccc3c(c2)OCO3)o1	-3	48*	.	-2	.	.	.	2
Cc1ccccc1CN1C[C@@H]2C[C@@H](c3cn[nH]c3-c3ccccc3)N3CCC[C@@]23C1=O	-5	.	3	.	.	-9	-2	.
Cc1ccc(C)c(S(=O)(=O)NCc2ccc(C(=O)N3CCN(c4ccccc4)CC3)cc2)c1	10	-12	-3	-4	0.5	6	0	3
COc1cc(CNC(=O)C2CCC(=O)N(C3CCCCCC3)C2)cc(OC)c1 (centres undefined)	3	5	0	-4	0.7	1	-16	-4
CCn1c(=O)c(C(=O)CN(C)Cc2ccc(F)cc2)c(N)n(Cc2ccccc2)c1=O	0	-8	11	6	-0.8	-1	-10	12
COc1ccccc1N(C)S(=O)(=O)c1ccc(Cl)c(C(=O)Nc2ccncc2)c1	4	.	1	.	-2.1	8	-30	.
CO[C@@H]1CN(C)C(=O)c2ccc(NC(=O)Nc3cc(Cl)cc(Cl)c3)cc2OC[C@H](C)NC[C@@H]1C	13	-1	1	-2	-0.2	63	58*	8
CCOC(=O)C1=C(C)N=c2s/c(=C\c3ccc(OCC(=O)O)cc3)c(=O)n2C1c1ccc(OC(C)C)cc1 (centres undefined)	13	-10	.	6	0.5	.	.	2
CCN(CC)CCn1c2ccccc2c2cnc(N=CN(C)C)c(C#N)c21	5	0	.	-1	.	.	.	97*
Cc1noc(C)c1S(=O)(=O)Nc1ccc2c(c1)CC(=O)N([C@@H](C)CO)C[C@H](C)[C@H](CN(C)Cc1ccc3c(c1)OCO3)O2	14	5	-1	5	.	4	-1	-1
COc1ccc(C2=Nc3ccccc3N(C(=O)Cc3cc(OC)cc(OC)c3)C2C(=O)NC(C)(C)C)cc1 (centres undefined)	.	.	19	.	0.1	5	-16	.
CC(C)(OC(=O)c1ccc(C#N)cc1)c1cc2ccccc2c(=O)o1	10	6	3	-3	-0.1	1	-11	5
O=C(c1ccco1)N1CCN(c2cc(=O)n(-c3ccc(Cl)cc3)c(=O)[nH]2)CC1	2	-2	0	-3	0.3	-1	-19	0

Copied from the list.
`COCCCNC(=O)c1c(N)n(-c2ccccc2)c2nc3ccccc3nc12` – PglD inh = -6
`CCSC1=NCCN1S(=O)(=O)c1ccc(Cl)cc1` – RAD52 inh = -16

Following part:
mol	ARNT-TACC3 inh	esBAF inh	Casp6 inh	PglD inh	E-sel inducer	ERp5 inh	RAD52 inh	RAD54 inh
CC(NC(=O)CN(C)Cc1cccc(Cl)c1)c1ccccc1 (centres undefined)	-3	-3	2	3	0.2	3	6	-9
O=c1c(Cl)c(O)c2cccc3c4ccccc4n1c23	-10	.	11	.	.	4	-7	.
Cc1ccccc1N1CC(C(=O)Nc2ccc(S(=O)(=O)N3CCCC3)cc2)CC1=O (centres undefined)	3	-1	3	-1	0.0	-9	-7	8
COc1ccc(C2=Nn3c(nnc3-c3ccco3)SC2)cc1	35	-2	.	0	.	.	.	-4
CCc1ccc(/C=C2\CN(CC)Cc3c2nc2ccccc2c3C(=O)O)cc1	-2	-3	.	-4	-0.2	.	.	-28
CCC(C)(C)NC(=O)C(OC(=O)c1ccco1)c1ccccc1F (centres undefined)	-5	-2	3	-4	.	7	9	4
CCNC(=O)C[C@H]1C=C[C@@H](NS(=O)(=O)c2ccc(F)cc2)[C@H](CO)O1	-16	1	3	0	-0.2	5	-3	5
CCC(=O)N1C[C@H](O)COC[C@@H]2O[C@@H](CC(=O)NCC3CCCCC3)CC[C@H]21	-4	-7	4	14	-0.1	2	-5	3
CN(CC1COc2ccccc2O1)C(=O)c1cc(COc2c(F)cccc2F)on1 (centres undefined)	-6	1	1	1	0.5	-13	-10	-5
CC(=O)N1CCN=C1SCc1cccc(F)c1	-1	-6	-4	-1	.	0	-11	1
S=c1nc(-c2ccccc2)n(CCCN2CCOCC2)c2c1CCCC2	1	1	.	-2	.	.	.	-5
COc1ccc(-c2[nH]ncc2CN(C)Cc2cccnc2)c(F)c1	-7	.	-8	.	1.1	2	-18	.
CCCNc1nc(C)cc(-c2cc(-c3ccccc3)on2)n1	-3	-1	2	4	0.1	6	-6	-3
O=C(Nc1ccc(C(=O)O)cc1)/C(=C\c1ccco1)NC(=O)c1ccc(Br)cc1	.	-7	10	-5	0.0	8	-40	1
Cc1cc(C)c(OCC(=O)OCC(=O)N2c3ccccc3CC2C)c(C)c1 (centres undefined)	-6	-3	3	-4	-0.1	-2	-1	0
CN(C)C(=O)C[C@H]1C[C@@H]2c3cc(NC(=O)Nc4ccc(F)cc4)ccc3O[C@@H]2[C@H](CO)O1	-2	2	0	0	-0.1	4	-8	-3
CCCNC(=O)C[C@H]1CC[C@H]2[C@H](COc3ccc(NC(=O)Cc4ccccc4)cc3C(=O)N2C)O1	1	2	-5	1	0.2	15	-6	5
COc1ccccc1C(=O)C1CCCN(C(=O)Nc2ccccc2F)C1 (centres undefined)	-5	32	8	4	-1.8	-7	-9	-2
Fc1ccc(-c2onc3ccc(C4OCCO4)cc23)cc1	9	.	-1	.	2.0	1	-18	.
CCNc1ccc(S(=O)(=O)N2CCCCC2)cn1	3	-2	1	4	.	-4	-9	-5
COc1cccc(CNC(=O)c2cccc(S(=O)(=O)N3CCN(c4ccc(F)cc4)CC3)c2)c1	28	1	0	-4	-1.2	6	-5	-1
Nc1[nH]n(-c2c(Cl)cc(Cl)cc2Cl)c(=O)c1N=Nc1ccc(S(=O)(=O)Nc2ncccn2)cc1	12	-5	2	1	0.2	7	-7	-5
N#C[C@@H]1[C@H](c2ccc(C3=CCCC3)cc2)[C@H](CO)N1C(=O)C1CCCC1	10	1	2	-5	1.5	6	-29	-7
Cc1ccc(C(C(=O)NC2CCCCC2)N(Cc2ccco2)C(=O)Cc2c[nH]c3ccccc23)o1 (centres undefined)	0	2	.	2	.	.	.	2
FC(F)(F)c1cccc(NC(=S)N2CCN(c3cccc(C(F)(F)F)c3)CC2)c1	-6	-6	.	6	.	.	.	-5
COc1ccc(-c2nc(CSCC(=O)NCc3ccc4c(c3)OCO4)c(C)o2)cc1	0	-7	-2	3	0.6	0	-25	12
COc1ccc(CNC(=O)CN(Cc2ccc(Cl)cc2)S(=O)(=O)c2ccccc2)cc1	3	0	.	-1	.	.	.	10
CC(=O)CSc1nc(N)c(C#N)c(-c2cccs2)c1C#N	-7	2	.	-3	.	.	.	-11
O=C(NNC(=S)NC1CCCCC1)c1sc2ccccc2c1Cl	-1	.	-2	.	-0.1	-10	-3	.

Compounds as they come; 3.2% or so of the library scored in one or more.
